PV pol inh = poliovirus RNA polymerase inhibition. P03300. poliovirus polymerase elongation, fluorescence polarization; active compounds read low. % elongation, % (compound at 16.7 µg/mL). actives 0.66% (n = 150,000). AID 588519; in the data active means % elongation below about 90%; further: some results filed as inactive read as strong as hits
Target sequence (P03300 1749-2209 limits assumed): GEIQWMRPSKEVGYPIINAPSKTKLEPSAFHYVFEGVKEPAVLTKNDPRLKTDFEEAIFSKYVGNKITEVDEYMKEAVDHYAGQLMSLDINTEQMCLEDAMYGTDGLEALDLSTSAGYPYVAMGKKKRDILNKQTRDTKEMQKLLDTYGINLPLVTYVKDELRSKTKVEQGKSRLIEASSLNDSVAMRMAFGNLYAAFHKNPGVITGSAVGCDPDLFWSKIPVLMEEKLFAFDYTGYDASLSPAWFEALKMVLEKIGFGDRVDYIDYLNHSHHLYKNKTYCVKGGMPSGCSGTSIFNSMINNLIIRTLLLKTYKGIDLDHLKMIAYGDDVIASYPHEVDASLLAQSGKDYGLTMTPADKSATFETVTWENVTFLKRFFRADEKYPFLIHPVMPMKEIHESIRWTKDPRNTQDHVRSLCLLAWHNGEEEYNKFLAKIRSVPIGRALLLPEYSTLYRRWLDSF
PV pol inh FP z-score = second read-out of PV pol inh, no call of its own (marks repeat the call); z-score; measured here: FP z-score; hits read low
An asterisk follows results filed as active; & = joins results of further samples.

Structure | PV pol inh | PV pol inh FP z-score
Cc1cc(N2CCN(c3cccc(C(F)(F)F)c3)CC2)n2nc(-c3ccccc3)nc2n1 | 107.0 | 0.3
O=C(CSc1nccn1Cc1ccc(Cl)cc1)Nc1ccc2c(c1)OCO2 | 106.0 | -0.4
CCC(CC)NC(=O)Cc1ccc(F)cc1 | 103.0 | 1
COc1ccc(Cl)cc1NC(=O)CSc1c2c(nc3ccccc13)CCC2 | 98.0 | -1.2
CC1CCC(NC(=O)C2(C)Cc3ccccc3C(=O)N2Cc2ccc(Cl)cc2)CC1 (configuration not stated) | 111.0 | 0.2
O=C(NCCc1ccccc1)C(=O)NCC(c1ccco1)S(=O)(=O)c1cccs1 (configuration not stated) | 106.0 | -0.3
CNCC(=O)Nc1cccc2ccccc12 | 103.0 | 0.2
CCc1cccc(C)c1NC(=O)c1ccc2c(c1)CCN2S(=O)(=O)c1ccc(Cl)cc1 | 104.0 | -0.4
CCc1ccc(NC(=O)C(CC)CC)cc1 | 99.0 | -0.3
CCOc1ccc(S(=O)(=O)Nc2ccc(OC)c(Cl)c2)c2cccnc12 | 100.0 | -1.4
Oc1ccc(CNC2CCN(Cc3ccccc3)C2)cc1 (configuration not stated) | 93.0 | -1.3
COc1cccc(-c2noc(C3CC(=O)N(c4ccc(F)cc4)C3)n2)c1OC (configuration not stated) | 111.0 | 1.4
c1ccc2c(c1)C(=Nn1cnnc1)c1ccccc1-2 | 104.0 | 0.4
COc1ccc2c(C)nc(N/C(N)=N/S(=O)(=O)c3ccc(C)cc3)nc2c1 | 100.0 | -0.3
Cc1cc(NNC(=O)c2ccc(Cl)cc2)nc2c1c(C)nn2C | 104.0 | 0.5
CC(Oc1ccc(F)cc1)C(=O)Nc1nc(-c2ccc(F)cc2)ns1 (configuration not stated) | 107.0 | 0.2
CC(Oc1ncnc2ccccc12)C(=O)Nc1cc(Cl)cc(Cl)c1 (configuration not stated) | 102.0 | 0.1
COc1cc(NC(=O)c2cc(Cl)ccc2Cl)ccc1NC(=O)c1cc2ccccc2o1 | 105.0 | 0
O=C1OC2(CCCC2)OC(=O)C1=Cc1ccc(Br)cc1 | 102.0 | 0.1
N#Cc1c(/N=C/c2c(F)cccc2Cl)oc(-c2ccco2)c1-c1ccco1 | 105.0 | 0.3
CC(C)C(=O)Nc1cccc(C(=O)Nc2nncs2)c1 | 102.0 | 0.1
CCOc1ccc(S(=O)(=O)c2cn(Cc3ccc(C)cc3)c3ccc(OC)cc3c2=O)cc1 | 90.0* | -4.5*
COc1ccc(CNC(=O)Cc2c(C)c3c(cc(C)c4c(C)coc43)oc2=O)cc1 | 113.0 | 1.1
O=C(Nc1ccccc1C(=O)NCCCN1CCOCC1)c1ccco1 | 105.0 | 1.1
Cc1noc(C)c1C(=O)O | 101.0 | -0.4

Already shown: entries from further up.
Structure | PV pol inh | PV pol inh FP z-score
COc1cccc(-c2noc(C3CC(=O)N(c4ccc(F)cc4)C3)n2)c1OC (configuration not stated) | 111.0 | 1.4
c1ccc2c(c1)C(=Nn1cnnc1)c1ccccc1-2 | 104.0 | 0.4
COc1ccc2c(C)nc(N/C(N)=N/S(=O)(=O)c3ccc(C)cc3)nc2c1 | 100.0 | -0.3
Cc1cc(NNC(=O)c2ccc(Cl)cc2)nc2c1c(C)nn2C | 104.0 | 0.5
CC(Oc1ccc(F)cc1)C(=O)Nc1nc(-c2ccc(F)cc2)ns1 (configuration not stated) | 107.0 | 0.2
CC(Oc1ncnc2ccccc12)C(=O)Nc1cc(Cl)cc(Cl)c1 (configuration not stated) | 102.0 | 0.1

The results go on.
Structure | PV pol inh | PV pol inh FP z-score
CCN(CC)C(=S)Nc1ccc(Cl)c(Cl)c1 | 103.0 | 0.6
Cc1ccc(CNS(=O)(=O)c2cc(C(=O)Nc3cccc(C(F)(F)F)c3)ccc2F)cc1 | 110.0 | 0.5
COc1ccc(-c2cc(C(F)(F)F)nc(-n3nc(C(F)(F)F)cc3C)n2)cc1 | 102.0 | -0.6
O=C(NCc1cccnc1)C(=O)c1c(O)[nH]c2ccccc12 | 100.0 | -0.6
CCC(=O)N1CCN(c2nc(-c3ccccc3)c3c(c2C#N)CCCC3)CC1 | 98.0 | -0.7
COc1ccc(Br)cc1CNC(=O)c1cc2oc3ccccc3c2n1C | 100.0 | -0.6
Cc1ccc(NC(=O)c2ccc(C#N)cc2)cc1 | 104.0 | 0.5
COc1ccc(N(C(=O)c2ccco2)S(=O)(=O)c2ccccc2)cc1 | 98.0 | -1.2
Cc1ccc(C(=O)NCc2ccccc2F)s1 | 104.0 | 0.1
O=C(Nc1c(Cl)cccc1Cl)c1cc(-c2cccc(O)c2)on1 | 101.0 | -0.4
O=C(Cn1c(C(F)(F)F)nc2ccccc21)Nc1ccc(S(=O)(=O)NCc2ccco2)cc1 | 106.0 | 0.8
O=C(NC1CCCCC1)c1cccnc1Nc1ccccc1F | 100.0 | -0.6
CCC1(CC)Cc2ccccc2-c2nc3[nH][nH]c(=S)n3c(=O)c21 | 101.0 | -0.1
CC(C)CCNC(=O)c1ccc2nc(Cc3ccccc3)oc2c1 | 114.0 | 1.5
CC(Oc1ccc(Cl)cc1Cl)C(=O)NNc1nc(Cl)nc(N(C)C)n1 (configuration not stated) | 102.0 | 0
Cc1cc(C(=O)C(C)OC(=O)c2ccc(S(=O)(=O)NCc3ccco3)cc2)c(C)n1-c1ccc(Cl)cc1 (configuration not stated) | 103.0 | 0
CC1(C)CC(=O)C(CC(=O)N2CCCCCC2)=C(O)C1 | 97.0 | -0.4
Cc1cccc(C)c1N=C1NC(=O)CS1 | 97.0 | -1.6
COc1ccc(NC(=O)CN2C(=O)CCn3nc(-c4cccn4C)cc32)cc1 | 104.0 | -0.7
O=C(C1Cc2ccccc2CN1S(=O)(=O)c1ccc2c(c1)OCCO2)N1CCCC1 (configuration not stated) | 102.0 | -0.1
CCCn1cc(SCC(=O)Nc2sc3c(c2C(=O)OCC)CCC3)c2ccccc21 | 102.0 | 0.1
COc1ccc(OC)c(C2N(Cc3ccc(C)cc3)CCCN2Cc2ccc(F)cc2)c1 (configuration not stated) | 102.0 | 0.3
CCNC(=O)c1ccc2c(c1)sc1nc(-c3ccc(OC)cc3)cn12 | 103.0 | 0.8
N#CCCn1nnc(CCN2C(=O)c3ccccc3C2=O)n1 | 101.0 | -0.1
O=C(O)C(O)C(O)c1nc2ccccc2s1 (configuration not stated) | 104.0 | 0.1
O=C(Nc1c(C(=O)c2ccccc2)oc2ccccc12)c1ccc(Cl)cc1 | 105.0 | 0.9
CC(C)(C)c1cn2cccc(OCc3ccc(Cl)c(Cl)c3)c2n1 | 100.0 | -0.6
Cc1ccc2nc(SCC(=O)N(c3ccccc3)C(C)C)[nH]c2c1 | 100.0 | -0.2
CC(OC(=O)COc1cccc(C(F)(F)F)c1)C(N)=O (configuration not stated) | 97.0 | -0.6
CC1=NN(c2ccccc2)C(=O)/C1=C\c1cn(CCC(=O)O)nc1-c1cc2ccccc2o1 | 99.0 | -0.4
CN(C(=O)CSc1nnnn1C)C1CCCCC1 | 101.0 | -0.1
c1ccc2sc(-c3ccc(CNCCCn4ccnc4)o3)nc2c1 | 91.0 | -1.8
CS(=O)(=O)N1CCCC(C(=O)NCc2cccnc2)C1 (configuration not stated) | 106.0 | 2.2
Fc1cccc(F)c1C=Nc1cccnc1Cl | 104.0 | 1
Cc1ccc(-n2c(=O)[nH]c3cc(C(=O)NCc4ccccc4)ccc3c2=O)cc1 | 103.0 | -0.5
CCCC(=O)N1c2nc(-c3ccco3)nn2C2(CCCCC2)[C@@H]2CCCC[C@@H]21 | 99.0 | -0.4
COc1cc(CN2CC(C)CC(C)C2)cc(I)c1O (configuration not stated) | 101.0 | 0.1
CN(C)c1ccc(C(CNC(=O)NC2CCCCC2)N2CCc3ccccc32)cc1 (configuration not stated) | 101.0 | 0.1
COc1cccc(C(=O)Nc2ccccc2-c2nnc(-c3cc(OC)ccc3Br)o2)c1 | 107.0 | 0.6
CC1(C)CC(=O)C2=C(C1)N(CC(=O)O)C1=C(C(=O)CC(C)(C)C1)C2c1ccccc1 | 100.0 | -0.1
COc1cccc(NC(=O)Cc2noc3ccc(C)cc23)c1 | 100.0 | -1.1
CCc1cccc(NC(=O)Cn2c(=O)n(CCc3ccc(OC)c(OC)c3)c(=O)c3ccccc32)c1 | 106.0 | -0.6
O=c1c2c3c(sc2n2cnnc2n1CCc1ccccc1)CCCC3 | 100.0 | 0.1
CC(OC(=O)C1CCN(C(=O)Nc2ccccc2)CC1)C(=O)Nc1ncc(Cl)cc1Cl (configuration not stated) | 104.0 | 0.1
COC(=O)c1cn(-c2ccccc2)nc1-c1ccccc1 | 102.0 | 0.4
CC1(C)CC(NC(=O)c2ccc3c(c2)OCO3)CC(C)(C)N1 | 106.0 | 0.4
CCN(CC)c1cc(-c2cccs2)nc(SCC(=O)c2cccs2)c1C#N | 77.0* | -2*
O=C(Oc1c(-c2ccco2)oc2ccccc2c1=O)c1cccs1 | 99.0 | -0.1
CC[N+]1(CC)Cc2cc3ccccc3cc2C1 | 102.0 | 0.2
N#CCOC(=O)c1ccccc1C(=O)c1cccs1 | 104.0 | 0.2

Next part
Structure | PV pol inh | PV pol inh FP z-score
Cc1ccccc1C(C(=O)Nc1ccc(F)cc1)N(Cc1ccco1)C(=O)Cn1nnc2ccccc21 (configuration not stated) | 101.0 | -0.1
CCOC(=O)CSc1nnc2n(-c3ccccc3)c(=O)c3c4c(sc3n12)COC(C(C)C)C4 (configuration not stated) | 110.0 | -0.2
Cc1ccc(Oc2ccc3c(c2)C(=O)N(CC2CCCO2)C3=O)cc1 (configuration not stated) | 101.0 | 0.2
Cc1ccc(CNC(=O)c2nc(SCc3ccccc3C)ncc2Cl)cc1 | 105.0 | -0.3
Nc1cc(N2CCCCC2)nc(N)[n+]1OS(=O)(=O)[O-] | 102.0&99.0 | 0.2&-0.3
COC(=O)c1sccc1-c1ccc(/C(C)=N/NC(N)=O)o1 | 104.0 | 0.8
O=C(CN1C(=O)CS/C1=C\c1nc2ccccc2s1)c1cc2ccccc2o1 | 117.0 | 2.6
Cc1ccc(N(C(=O)C(F)(F)F)C(C(=O)NC2CCCC2)c2cccs2)cc1F (configuration not stated) | 100.0 | -0.3
CSc1sc(SC)c(C[n+]2ccccc2)c1C[n+]1ccccc1 | 107.0 | 0.6
CCOc1ccc(NC(=O)N(Cc2c[nH]c3ccccc23)C2CCCCCC2)cc1 | 109.0 | 0.3
O=C(NC(=S)NNc1nc2ccccc2s1)c1ccco1 | 103.0 | 0.2
Cc1ccc(N(CC#N)C(=O)Nc2ccc(Cl)cc2)cc1 | 106.0 | 0.4
Cc1nnc(N2CCN(c3ccccc3)CC2)c2c1nnn2Cc1ccc(F)cc1 | 108.0 | 0.3
Cc1cccc(CN2CCN(C(=O)COc3ccccc3)CC2)c1 | 99.0 | -0.9
Cc1ccc(C)c(-c2[nH]c3c(c2-c2c(-n4cccc4)n(C)c(=O)n(C)c2=O)c(=O)n(C)c(=O)n3C)c1 | 108.0 | 0.1
COc1ccccc1Cn1cc(C(=O)c2ccc(F)cc2)c(=O)c2cc3c(cc21)OCO3 | 115.0 | 2.2
COc1ccc(Cl)cc1NC(=O)CSC1=Nc2ccccc2C2=NC(CC(=O)NCc3ccc4c(c3)OCO4)C(=O)N12 (configuration not stated) | 112.0 | -0.1
CCS(=O)(=O)c1ncc(N(Cc2ccco2)Cc2sccc2C)c(C(=O)Nc2cc(C)ccc2C)n1 | 117.0 | 2.4
CCc1ccc(NC(=O)N(Cc2ccco2)C2CCN(C(C)=O)CC2)cc1 | 101.0 | -0.3
O=C(Nc1nnc(S(=O)(=O)N2CCOCC2)s1)c1cccc(F)c1 | 98.0 | -2.4
CCCC(=O)Nc1ccc(-c2nc3cc(C(C)C)ccc3o2)cc1 | 101.0 | 0.1
CCSC1=N/C(=C\c2cccnc2)C(=O)N1c1ccccc1 | 102.0 | 0.1
CCSC1=NCCN1C(=O)c1ccc(S(=O)(=O)N(C)C)cc1 | 102.0 | 0.9
O=C(O)c1cccnc1SC1CC(=O)N(Cc2ccccc2)C1=O (configuration not stated) | 105.0 | 0.6
Cc1cc(NC(C)c2ccccc2)cc(=O)n1Cc1ccco1 (configuration not stated) | 107.0 | 1.7
CCC1=Nc2cc(C(=O)NC3CCCC3)ccc2Sc2ccc(Br)cc21 | 109.0 | -1
O=C(O)CCC(=O)N1CCc2ccccc21 | 101.0 | -0.2
O=C(Nc1ccccc1C(=O)N1CCN(c2ccc(F)cc2)CC1)C1=CSCCO1 | 102.0 | 0.4
Cc1noc(C)c1NC(=O)Nc1cccc(-n2cccc2)c1 | 104.0 | 0.7
COc1ccc(C2=NCC(CSc3nc4cc(Cl)ccc4o3)S2)cc1 (configuration not stated) | 102.0 | -0.2
COc1ccc(NC(=O)c2ccco2)cc1NC(=O)COc1cccc(C)c1C | 108.0 | 0.5
CC(C)CCN1C(=O)c2ccccc2C1C(=O)NCc1cccnc1 (configuration not stated) | 101.0 | -1.4
Cc1[nH]c2ccc(C(=O)N3CCN(c4ccccc4F)CC3)cc2c1C | 103.0 | -0.8
Cc1ccc(NC(=O)C(=O)NCc2ccco2)cc1 | 101.0 | -0.6
Cc1ccc(-c2nc3nc(C)cc(Nc4ccccc4O)n3n2)cc1 | 109.0 | 0.7
CCOc1ccc(NC(=O)CC2C(=O)N(c3cccc(C)c3)C(=O)N2Cc2cccs2)cc1 (configuration not stated) | 113.0 | 1.4
Cc1ccc(C2C(Cc3ccccc3)N3C=Cc4ccccc4C3C2(C#N)C(N)=O)c(C)c1 (configuration not stated) | 110.0 | 0.7

Looked up one by one from the entries so far:
Structure | PV pol inh | PV pol inh FP z-score
Cc1[nH]c2ccc(C(=O)N3CCN(c4ccccc4F)CC3)cc2c1C | 103.0 | -0.8
COc1ccc(NC(=O)c2ccco2)cc1NC(=O)COc1cccc(C)c1C | 108.0 | 0.5

Screening data (PubChem)

This is a subset. The share of hits here may be higher or lower than overall.
